High-throughput results (PubChem BioAssay)
aSyn yeast rescue – alpha-synuclein toxicity suppression in yeast; hit rate 0.02% among 94,000; Potency, µM (series often up to 46.1 µM), without a hit: at the highest dose growth rescue (activation), usual class: activators; S. cerevisiae alpha-synuclein toxicity rescue, BacTiter-Glo growth, 24 h; active = well fitted activation curve with a large enough effect; inconclusive = small, poorly fitted or top-dose-only effect; also: 0% is about no effect
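Growth restoration measured by BacTiter-Glo luminescence after 24 hr at 30 deg C; alpha-synuclein yeast, raffinose-pregrown to mid-log, were added at OD600=0.02 in galactose medium onto pinned compounds.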
Active calls of the source: *; & = joins results of further samples; [ ] = remark or other dose. Potency is read from the fitted curve at half-maximal effect. This is a subset, so the mix of outcomes need not match the whole.

`S=c1[nH]c(-c2ccccc2)cn1/N=C/c1cccs1` gave aSyn yeast rescue 4%.
`CCCC12CN3CC(C)(CN(C1)C3c1cn(CC)c3ccccc13)C2=O` (configuration not stated) gave aSyn yeast rescue 0%.
Screening O=C(Nc1ccc(F)cc1)C1CCN(S(=O)(=O)c2ccc3c(c2)CCCN3C(=O)C2CCC2)CC1 returned aSyn yeast rescue -1%.
Cc1cc(C)cc(NS(=O)(=O)c2ccc(-c3cc(C)no3)cc2)c1 was read as aSyn yeast rescue inconclusive.
CCCSCCCNC(=O)C1CCN(c2nn3cc(-c4ccc(F)cc4)nc3s2)CC1 was read as aSyn yeast rescue 6%.
CC(C)COC(=O)N(C)C[C@@H]1OCc2cnnn2CCCC(=O)N([C@H](C)CO)C[C@@H]1C was read as aSyn yeast rescue 4%.
For COC(=O)c1ccc(-c2noc(CN(Cc3nccn3C)C(C)C)n2)cc1 the results were aSyn yeast rescue 5%.
For CC1=[N+](C)c2c(ccc3cccnc23)C1(C)C the results were aSyn yeast rescue -28%.
For CCOC(=O)NC1(C(F)(F)F)NC(=O)N(c2ccc(C)c(C)c2)C1=O (configuration not stated) the results were aSyn yeast rescue -9%.
Screening N#Cc1cccc(C(=O)OCC(=O)N2CCCc3ccccc32)c1 returned aSyn yeast rescue -41%[inhibitor].
For O=C1CC(NNc2nc3ccccc3s2)C(=O)N1c1ccc(F)cc1 (configuration not stated) the results were aSyn yeast rescue 4%.
CN(C)S(=O)(=O)c1ccc(C(=O)Nc2ccn(C)n2)cc1 was read as aSyn yeast rescue -8%.
COc1cccc(CNS(=O)(=O)c2cc3c4c(c2)CCC(=O)N4CCC3)c1 was read as aSyn yeast rescue -2%.
Cn1cccc1-c1cc2n(n1)CCC(=O)N2CCCC(=O)NCc1ccc(F)cc1 was read as aSyn yeast rescue -4%.
O=C(O)c1ccc(CN2C(=O)c3cccc4c([N+](=O)[O-])ccc(c34)C2=O)cc1 was read as aSyn yeast rescue -14%.
`C[C@@H]1CN([C@@H](C)CO)S(=O)(=O)c2ccc(Br)cc2O[C@H]1CN(C)C(=O)C1CCC1` gave aSyn yeast rescue 3%.
For CC(OC(=O)c1cccnc1Cl)C(=O)NC1CCCCC1 (configuration not stated) the results were aSyn yeast rescue 0%.
O=C(CSc1nc2c([nH]c3ccccc32)c(=O)n1-c1ccccc1)N1CCCC1 was read as aSyn yeast rescue -2%.
`CCCCc1ccc(C(=O)N/C(=C\c2ccc(C)cc2)C(=O)NC2CCCCC2)cc1` gave aSyn yeast rescue -9%.
For COc1ccc(N2CCN(C(=O)CN3C(=O)NC4(CCCc5ccccc54)C3=O)CC2)cc1 (configuration not stated) the results were aSyn yeast rescue 8%.
`CCOCCc1nnc(NC(=O)CCS(=O)(=O)c2ccccc2)s1` gave aSyn yeast rescue -3%.
`Cc1ccc(C)c(NC(=O)CSC2=Nc3ccccc3N=C(c3ccc(F)cc3)C2)c1` gave aSyn yeast rescue 7%.
`CCOc1ccccc1NC(=O)CCNC(=O)c1ccco1` gave aSyn yeast rescue -3%.
`COc1cccc(CNC(=O)CCc2c(C)c3cc4c(C)coc4c(C)c3oc2=O)c1` gave aSyn yeast rescue 5%.
Screening Cn1cc(Br)c(C(=O)NC(=S)N2CCN(c3ccccn3)CC2)n1 returned aSyn yeast rescue -9%.
`Cc1ccc(NC(=O)c2cn3c4c(ccc(Cl)c4c2=O)OC(C)C3)cc1C` (configuration not stated) gave aSyn yeast rescue 0%.
`CCCCNS(=O)(=O)c1ccc2nc(-c3cccnc3)cc(C(=O)NCCC)c2c1` gave aSyn yeast rescue 2%.
CCN(CC)CCNc1nc2nonc2nc1NCCN(CC)CC was read as aSyn yeast rescue 0%.
`Cc1cccn2c(=O)c(C(=O)NC(C)c3ccccc3)cnc12` (configuration not stated) gave aSyn yeast rescue 8%.
`Cc1ccc(NC(=O)c2oc3ccccc3c2NC(=O)c2ccc(F)c(F)c2)cc1` gave aSyn yeast rescue 1%.
O=C(C(=O)N1CCc2ccccc2C1)c1cn(CC(=O)N2CCCCC2)c2ccccc12 was read as aSyn yeast rescue 4%.
`COc1ccc(Br)cc1C(=O)Nc1cccc2ccc(C)nc12` gave aSyn yeast rescue -10%.
`COc1ccc2nc(NS(=O)(=O)c3ccc(C)cc3)c(Nc3cc(Cl)ccc3OC)nc2c1` gave aSyn yeast rescue -3%.
Screening COc1cc(NC(=O)CSc2nnc3c(C)cc4cc(C)cc(C)c4n23)c(C(=O)O)cc1OC returned aSyn yeast rescue -36%[inhibitor].
`Cc1cn2c(=O)cc(COc3cccc(NC(=O)c4ccccc4Cl)c3)nc2s1` gave aSyn yeast rescue -5%.
COc1ccc(Nc2ncc3c(n2)CCN(Cc2ccc(Br)s2)C3)c(OC)c1 was read as aSyn yeast rescue 2%.
`CCOC(=O)c1cccc(NC(=O)Cn2c(=O)c3cccn3c3ccccc32)c1` gave aSyn yeast rescue -7%.
Screening CCOc1ccc(CNC(=O)CCC(=O)N2Cc3ccccc3Oc3ncccc32)cc1 returned aSyn yeast rescue -6%.
Cc1nc(SCC(=O)N2CCNC2=O)c(C#N)c(C)c1C was read as aSyn yeast rescue -4%.
Screening O=C(c1ccccc1)c1cc([N+](=O)[O-])ccc1N1CCOCC1 returned aSyn yeast rescue 12%.
O=C(Nc1ccc(F)cc1F)c1ccc(-n2cnc3cccnc32)cc1 was read as aSyn yeast rescue -13%.
For Cc1cc(C)n(C(C)CC(=O)Nc2ccc(Cl)cc2C)n1 (configuration not stated) the results were aSyn yeast rescue 4%.
Cc1cc(C)c(NC(=O)Nc2csc3c2CCCC3)c(C)c1 was read as aSyn yeast rescue -7%.
`COc1cccc(-n2nnnc2SCC(=O)NCc2ccc3c(c2)OCO3)c1` gave aSyn yeast rescue 9%.
Cc1cccc(NS(=O)(=O)c2nnc(NC(=O)C3CCCCC3)s2)c1 was read as aSyn yeast rescue -10%&-3%.
`COc1ccccc1CNC(=O)CCC1N=C2c3ccccc3N=C(SCC(=O)Nc3ccc(N(C)C)cc3)N2C1=O` (configuration not stated) gave aSyn yeast rescue -3%.
`Cc1ccc(CNC(=O)c2c(Nc3ccccc3C)sc(C(=O)c3ccc(F)cc3)c2N)cc1` gave aSyn yeast rescue 11%.
`COc1ccc(-n2c(=O)c3ccccc3n(CC(=O)NCCc3ccccc3)c2=O)c(OC)c1` gave aSyn yeast rescue 1%.
CCNC(=O)C(=O)Nc1ccc(OC)c(Cl)c1 was read as aSyn yeast rescue 4%.
`CCCN1CCN(CCCNC(=O)c2cnn(-c3ccc(F)cc3)c2-n2cccc2)CC1` gave aSyn yeast rescue 1%.
Cn1c(SCC(=O)Nc2ccc(F)cc2)nc2c([nH]c3ccccc32)c1=O was read as aSyn yeast rescue -15%.
For COc1ccc(NC(=O)Cn2ccn(-c3ccccc3)c(=O)c2=O)cc1 the results were aSyn yeast rescue 9%.
`CN(CC(=O)Nc1c(Cl)cccc1Cl)C(=O)CCC(=O)c1ccccc1` gave aSyn yeast rescue -1%.
Screening O=C(c1cc2ccccc2oc1=O)N1CCN(c2ccc(F)cc2)CC1 returned aSyn yeast rescue 9%.
Screening COc1ccc(-c2cn3nc(N4CCCC(C(=O)NCc5ccccc5C)C4)sc3n2)cc1 (configuration not stated) returned aSyn yeast rescue 7%.
For CCN(c1ccccc1)S(=O)(=O)c1ccc(NC(=O)c2cc(=O)c3cc(C)cc(C)c3o2)cc1 the results were aSyn yeast rescue 2%.
`O=C(Oc1ccc2c(c1)OCC2=O)c1ccc(Cl)cc1` gave aSyn yeast rescue 3%.
Cn1nnc2cc(C(=O)N3CCN(c4ccccn4)CC3)ccc21 was read as aSyn yeast rescue 1%.
NC(=O)N1CCN(CCCN2c3ccccc3Sc3cc(Cl)ccc32)CC1 was read as aSyn yeast rescue -1%.
Screening COc1cccc(NC(=O)CN(C)C(=O)c2ccc(OCC3CCCO3)cc2)c1 (configuration not stated) returned aSyn yeast rescue 6%.

A draw from above in order of molecular weight, low to high:
`O=C(Oc1ccc2c(c1)OCC2=O)c1ccc(Cl)cc1` gave aSyn yeast rescue 3%.
`CCOc1ccccc1NC(=O)CCNC(=O)c1ccco1` gave aSyn yeast rescue -3%.
`Cc1cccn2c(=O)c(C(=O)NC(C)c3ccccc3)cnc12` (configuration not stated) gave aSyn yeast rescue 8%.
CN(C)S(=O)(=O)c1ccc(C(=O)Nc2ccn(C)n2)cc1 was read as aSyn yeast rescue -8%.
Screening O=C(c1ccccc1)c1cc([N+](=O)[O-])ccc1N1CCOCC1 returned aSyn yeast rescue 12%.
Screening N#Cc1cccc(C(=O)OCC(=O)N2CCCc3ccccc32)c1 returned aSyn yeast rescue -41%[inhibitor].
Cc1cc(C)cc(NS(=O)(=O)c2ccc(-c3cc(C)no3)cc2)c1 was read as aSyn yeast rescue inconclusive.
For COc1ccc(NC(=O)Cn2ccn(-c3ccccc3)c(=O)c2=O)cc1 the results were aSyn yeast rescue 9%.
For CCOC(=O)NC1(C(F)(F)F)NC(=O)N(c2ccc(C)c(C)c2)C1=O (configuration not stated) the results were aSyn yeast rescue -9%.
`COc1ccc(Br)cc1C(=O)Nc1cccc2ccc(C)nc12` gave aSyn yeast rescue -10%.
`Cc1ccc(C)c(NC(=O)CSC2=Nc3ccccc3N=C(c3ccc(F)cc3)C2)c1` gave aSyn yeast rescue 7%.
CC(C)COC(=O)N(C)C[C@@H]1OCc2cnnn2CCCC(=O)N([C@H](C)CO)C[C@@H]1C was read as aSyn yeast rescue 4%.
CCCSCCCNC(=O)C1CCN(c2nn3cc(-c4ccc(F)cc4)nc3s2)CC1 was read as aSyn yeast rescue 6%.
For CCN(c1ccccc1)S(=O)(=O)c1ccc(NC(=O)c2cc(=O)c3cc(C)cc(C)c3o2)cc1 the results were aSyn yeast rescue 2%.

Next section:
`O=C(Nc1cccc(-c2nc3ccccc3o2)c1)c1ccc(-c2ccc(Br)cc2)o1` gave aSyn yeast rescue 9%.
Screening Cc1ccc(NC(=O)c2cc(C)nc3c2c(C)nn3-c2cccc(Cl)c2C)c(C)c1 returned aSyn yeast rescue -3%.
For COc1ccc(C(=O)/C=C/c2ccc(O)cc2)cc1 the results were aSyn yeast rescue -1%.
Cc1cc(OCc2nnc(SC(C)C(=O)O)n2Cc2ccccc2)ccc1Cl (configuration not stated) was read as aSyn yeast rescue -6%.
`Cc1ccc(Sc2ccc(N3CCCC(C(=O)Nc4ccc(Cl)cc4)C3)nn2)cc1` (configuration not stated) gave aSyn yeast rescue 4%.
For CCOc1ccc(CCNC(=O)c2ccc3c(c2)c(C)c(C)n3Cc2ccccc2)cc1OCC the results were aSyn yeast rescue -1%.
O=C(N/N=C/c1ccc2c(c1)OCO2)c1cc(-c2ccco2)nc2ccccc12 was read as aSyn yeast rescue -45%[inhibitor].
COC(=O)c1ccc2c(c1)sc(=NC(=O)c1ccc(S(=O)(=O)N3CCCCC3)cc1)n2C was read as aSyn yeast rescue 1%.
`Cc1cccc(NC(=O)c2c(NC(=O)C(F)(F)F)sc3c2CCCCC3)c1` gave aSyn yeast rescue -14%.
CN1CCN(CCCNC(=O)c2cc3c(=O)n(C)c4ccccc4c3s2)CC1 was read as aSyn yeast rescue 12%.
Screening COc1ccc(-c2noc(N(c3ccc(F)c(Cl)c3)c3nc(-c4ccc(OC)c(OC)c4)no3)n2)cc1OC returned aSyn yeast rescue -2%.
C=C(C)/C=N/NC(=S)Nc1ccc(S(=O)(=O)N2CCOCC2)cc1 was read as aSyn yeast rescue 11%.
Screening CC(C)CCNC(=O)C(c1ccc(O)cc1)N(C(=O)C1COc2ccccc2O1)c1cccc(O)c1 (configuration not stated) returned aSyn yeast rescue 12%.
For CCC(=O)N1CCc2cc(Br)cc(S(=O)(=O)CCC(=O)Nc3cccc(Cl)c3)c21 the results were aSyn yeast rescue -2%.
For Cc1cc(=O)oc2cc(OCC(=O)Nc3c(C(C)C)cccc3C(C)C)ccc12 the results were aSyn yeast rescue 4%.
Screening CC1CCC(NC(=O)c2ccc(Br)o2)CC1 (configuration not stated) returned aSyn yeast rescue -4%.
`Cc1cc(C)c(NC(=O)CNC(=O)CN2C(=O)NC3(CCCc4ccccc43)C2=O)c(C)c1` (configuration not stated) gave aSyn yeast rescue -6%.
Screening O=C(NCc1ccccn1)c1nn(-c2ccccc2)c(=O)c2ccccc12 returned aSyn yeast rescue -8%.
Cc1ccc(O)c(-c2cc(C(=O)NCc3ccccc3)[nH]n2)c1 was read as aSyn yeast rescue -2%.
Screening COc1ccc2c(c1)c(N1CCCC1=O)c(C(=O)Nc1cc(C)c(Cl)cc1OC)n2C returned aSyn yeast rescue -6%.
Screening NS(=O)(=O)c1ccc(CCNC(=O)c2cc3ccccc3s2)cc1 returned aSyn yeast rescue -8%.
CCN(CC)C(=O)Cn1cc(SCC(=O)Nc2ccc(C)cc2)c2ccccc21 was read as aSyn yeast rescue -11%.
For Cc1nc2nncn2c(Nc2ccc(F)cc2)c1C the results were aSyn yeast rescue -3%.
Screening CC1CSc2nnc(CCc3ccccc3)n21 (configuration not stated) returned aSyn yeast rescue 5%.
For CCOC(=O)Cn1c(=O)n(CC2CCCO2)c2nc(-c3cc(OC)ccc3OC)nc(C(N)=O)c21 (configuration not stated) the results were aSyn yeast rescue 5%.
For CCOc1ccc(N(C(=O)Cn2nnc3ccccc32)C(C(=O)NCc2ccccc2)c2ccc(OC)cc2)cc1 (configuration not stated) the results were aSyn yeast rescue -1%.
CC(=O)Nc1ccc(NC(=O)c2cc(-c3ccc4c(c3)OCCO4)on2)cc1 was read as aSyn yeast rescue -3%.
`COc1ccc(S(=O)(=O)N2CCOC2CNC(=O)C(=O)NCCc2c[nH]c3ccccc23)cc1` (configuration not stated) gave aSyn yeast rescue -2%.
For CCOC(=O)c1cc2c(=O)n3ccccc3nc2n(CC2CCCO2)c1=NC(=O)c1ccccc1F (configuration not stated) the results were aSyn yeast rescue 9%.
For COc1ccc(-c2nnc(SCC(=O)Nc3nncs3)o2)cc1 the results were aSyn yeast rescue -2%.
For Cc1ccc(CCN2CC(C(=O)NCc3ccc4c(c3)OCO4)CC2=O)cc1 (configuration not stated) the results were aSyn yeast rescue 7%.
